# Screens as filed in PubChem.
# XIAP antagonists = XIAP antagonists, biochemical, IAP family, fluorescence polarization (AID 1018) | XIAP BIR domain, fluorescence polarization peptide displacement; higher % means a stronger effect | displacement, % at 20 µM; hits with a dose series show IC50 in µM | 200,000 compounds, 0.007% hits; in the data active = displacement above about 50%; also: a part of the inactive calls stands beside numbers as strong as those of hits
# Dengue-2 NS5 capping = Dengue-2 NS5 methyltransferase inhibitors, primary screen, biochemical, confirmation dose response (AID 588689); Dengue-2 NS5 methyltransferase capping enzyme assay, biochemical; higher % means a stronger effect; inhibition, % at 25 µM, or IC50 in µM where a hit was titrated; 340,000 compounds, 0.3% hits; in the data active = a potency from the dose series; inconclusive = inhibition above about 29% without an active follow-up result
# Yfh1-off respiration = mitochondrial function rescue without frataxin homolog – Friedreich's ataxia, plus single-dose screen, dose response (AID 1465) | S. cerevisiae Yfh1-off respiration, WST-1 reduction, 72 h; higher fold induction means a stronger effect | one-dose fold induction at 50 µM; EC50 in µM for titrated hits | 220,000 compounds, 0.074% hits;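 active = fold induction of absorbance versus untreated yeast above a set limit, then at least 30% activation at any dose in follow-up; inconclusive = repeats straddling the limit, or above it without dose testing; inactive = fold induction below the set limit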;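 also: activators that raise dye reduction in frataxin-depleted yeast; strong numbers were not always called active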
# RSV antiviral HEp-2 = inhibition of RSV-induced cytopathic effect – HEp-2 cells, primary 10 µM value included (AID 2391); HEp-2 cells, RSV-induced CPE inhibition; higher % means a stronger effect; one-dose CPE inhibition, % at 10 µM; IC50 in µM for titrated hits; 310,000 compounds, 0.13% hits; in the data active = a potency from the dose series; inconclusive = CPE inhibition mostly from about 23% at the one dose, without a potency; inactive = the rest, 99 in 100 with CPE inhibition below about 21%; also: strong numbers were not always called active
# Large T inhibition = TAg ATPase/helicase activity blockers – biochemical (AID 1903); SV40 large T antigen ATPase/helicase inhibition assay; higher % means a stronger effect; one-dose inhibition, % at 20 µM; IC50 in µM for titrated hits; 310,000 compounds, 0.39% hits; in the data active = a potency from the dose series; inconclusive = inhibition mostly from about 32% at the one dose, without a potency; inactive = the rest, 99 in 100 with inhibition below about 32%; also: strong numbers were not always called active
# UTI89 phage lysis = protection from phage-mediated lysis, alamar blue read-out – E. coli UTI89, K1F phage, bacterial capsule biogenesis inhibitors (AID 488966). E. coli UTI89 K1F phage lysis, alamar blue, 2 h; higher % means a stronger effect. inhibition, % at 100 µM, or IC50 in µM where a hit was titrated. 340,000 compounds, 0.02% hits;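 active = phage lysis inhibition, versus mean bacterial control, above a set limit; inconclusive = no clear call, values can overlap the other calls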;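 also: capsule biogenesis inhibitors block K1F phage lysis so surviving cells raise fluorescence; higher fluorescence means more inhibition of phage lysis; actives were called in the ten point dose series up to 300 µM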
# West Nile virus CPE = inhibition of WNV-induced cytopathic effect – cell-based, CPE readout (AID 1621); West Nile virus-infected cells, CPE inhibition; higher % means a stronger effect; CPE inhibition, % at 10 µM; hits with a dose series show IC50 in µM; 290,000 compounds, 0.02% hits; in the data active = a potency from the dose series; inconclusive = CPE inhibition mostly from about 3.7% at the one dose, without a potency; inactive = the rest, 99 in 100 with CPE inhibition below about 2.2%; also: strong numbers were not always called active
# WT yeast gro inh = growth inhibition of WT yeast, mitochondrial fusion screen. mitochondrial fusion phenotypic screen, WT strain. inhibition, % at 10 µM. 190,000 compounds, 2.1% hits; in the data active = inhibition above about 58%; tested in S. cerevisiae
# CSM14.1 death rescue = protection against thapsigargin-triggered cell killing – 384-well, CSM14.1, ATP luminescence, primary screen (AID 1222); CSM14.1 thapsigargin-induced death rescue, ATP luminescence; higher % means a stronger effect; 190,000 tested, under 10 active; cellular ATP content (survival), % at 20 µM, or EC50 in µM where a hit was titrated;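 active = EC50 below 50 µM in the dose-response confirmation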;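 also: death triggered by thapsigargin at about 15 µM added after 2 h compound pretreatment; cell ATP read after overnight thapsigargin exposure of roughly 18 to 22 hours; normalized against plate controls of thapsigargin alone and 5% DMSO vehicle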
# WT yeast gro inh mutant strain = also measured in WT yeast gro inh; calls as there; inhibition, %; mitochondrial fusion phenotypic screen, mutant strain inhibition
# Dengue-2 NS5 capping pilot replicate = also measured in Dengue-2 NS5 capping; calls as there; inhibition, %; measured here: pilot screen replicate inhibition
# Starred values were filed as active, the others as inactive; i = inactive; ? = inconclusive; . = not tested or not shown; [ ] = dose if it differs, or a comment.
# Sample of the layout:
SMILES,XIAP antagonists,Dengue-2 NS5 capping,Yfh1-off respiration,RSV antiviral HEp-2,Large T inhibition,UTI89 phage lysis,West Nile virus CPE,WT yeast gro inh,WT yeast gro inh mutant strain,CSM14.1 death rescue,others
O=C(NN1C(=O)C2C3CCC(O3)C2C1=O)c1ccc(Cl)cc1 (stereo not drawn),-2.0%,-4%,i,5.8%,13%,1.6%[50 µM],-0.2%,-14,-19,-0.5%,
Cc1cccc(Nc2c3c(nc4ccccc24)CCC3)c1,.,.,i,7.5%,3%,.,-1.5%,.,.,.,
Cc1cccc(OCC(=O)Nc2cc(C)on2)c1,-6.1%,1%,i,2.5%,-1%,3.7%,0.4%,-5,9,-1.3%,
CCc1cccc2cc3c(N)c(C(=O)Nc4ccc(S(=O)(=O)N5CCCC5)cc4)sc3nc12,-1.4%,28%,i,31%,2%,-0.1%,-0.9%,14,8,-2.2%,

# The list itself, previewed entries included:
SMILES,XIAP antagonists,Dengue-2 NS5 capping,Yfh1-off respiration,RSV antiviral HEp-2,Large T inhibition,UTI89 phage lysis,West Nile virus CPE,WT yeast gro inh,WT yeast gro inh mutant strain,CSM14.1 death rescue,others
O=C(NN1C(=O)C2C3CCC(O3)C2C1=O)c1ccc(Cl)cc1 (stereo not drawn),-2.0%,-4%,i,5.8%,13%,1.6%[50 µM],-0.2%,-14,-19,-0.5%,
Cc1cccc(Nc2c3c(nc4ccccc24)CCC3)c1,.,.,i,7.5%,3%,.,-1.5%,.,.,.,
Cc1cccc(OCC(=O)Nc2cc(C)on2)c1,-6.1%,1%,i,2.5%,-1%,3.7%,0.4%,-5,9,-1.3%,
CCc1cccc2cc3c(N)c(C(=O)Nc4ccc(S(=O)(=O)N5CCCC5)cc4)sc3nc12,-1.4%,28%,i,31%,2%,-0.1%,-0.9%,14,8,-2.2%,
O=C(CCN1CCCCO1)N1CCCC(Nc2ccc(F)c(F)c2)C1 (stereo not drawn),.,-1%,.,1.5%,23%,-0.2%,-0.6%,.,.,.,
CC1(c2nnc(-c3ccc(F)cc3)o2)CC(c2ccc(Cl)cc2)=NO1 (stereo not drawn),.,-2%,i,0.5%,8%,-0.3%,-0.7%,.,.,.,
O=c1oc2cc(OCCO)ccc2c2c1CCCC2,.,-5%,.,14%,3%,0.1%,-0.4%,.,.,.,
CC(C)(C(=O)c1ccccc1)/[N+]([O-])=C/c1ccccc1F,.,-4%,i,4.0%,.,-0.3%,-0.1%,.,.,.,
Cc1nnc(N/N=C/c2cccc(C(F)(F)F)c2)n1N,.,-6%,.,2.6%,27%,0.2%,-0.3%,.,.,.,
CC(=O)Oc1ccc(C(=O)Nc2ccccc2C(=O)Nc2cccc(C(=O)O)c2)cc1,.,2%,.,1.2%,9%,1.1%,0.7%,.,.,.,
c1ccc2c(c1)nc(N1CCOCC1)c1nncn12,-2.7%,3%,.,1.7%,13%,0.3%,.,7,14,-0.5%,
CC12COC3(C(=O)Nc4ccccc4)CC1CCC32C (stereo not drawn),-6.2%,-9%,i,-0.1%,-7%,-0.4%,-0.9%,2,-9,0.2%,
Cc1ccc(C)c(OCCn2cc(/C=C(\C#N)C(=O)NCc3cccs3)c3ccccc32)c1,0.1%,-1%,i,0.5%,21%,0.3%,0.3%,-7,0,-0.2%,Dengue-2 NS5 capping pilot replicate=-3.0
CCOC(=O)c1c(-c2ncc(C(F)(F)F)cc2Cl)noc1C,-2.8%,-4%,i,-1.6%,5%,-0.7%,0.3%,-5,14,-0.7%,
COc1ccc(N2CCC(CNC(=S)Nc3cc(C)cc(C)c3)C2)cc1 (stereo not drawn),.,-5%,i,-1.3%,29%,0.3%,0.3%,.,.,.,
Cc1nc(N2CCN(C(=O)c3ccco3)CC2)c(C#N)c2c1CCCC2,.,-2%,.,18%,13%,2.2%,0.6%,.,.,.,
Cc1ccc(NC(=O)CSc2ccc(-c3ccc(-n4cccn4)cc3)nn2)c(C)c1,.,-4%,.,-1.2%,10%,-0.7%,.,.,.,.,
Cc1ccccc1COc1ccc(/C(O)=C2/C(=O)C(=O)N(CCCn3ccnc3)C2c2ccco2)cc1 (stereo not drawn),-4.6%,-6%,i,.,.,0.5%,0.5%,.,.,-0.3%,
CCCn1c(-c2cccs2)nc2nc3ccccc3nc21,-3.2%,1%,i,4.3%,9%,-0.3%,1.1%,12,-4,0.2%,
Cc1ccc(S(=O)(=O)NC2=NCCC2)cc1,-2.3%,-4%,.,1.8%,13%,3.1%,.,-14,-10,0.9%,
Cn1cc(C(=O)Nc2cccc(F)c2)cn1,-1.4%,.,i,1.6%,1%,0.5%,0.1%,-14,-7,1.8%,
Cc1ccc2nc(-c3cccnc3)oc2c1,-1.7%,-10%,i,3.0%,3%,1.8%,-0.1%,11,8,-1.2%,
CCC(=O)c1cc2c(C)cc(=O)oc2c(C)c1OC(=O)C(C)C,-5.1%,-4%,i,7.5%,7%,3.2%,-0.7%,-4,-5,-2.0%,
Cc1ccc2nc(-c3ccc(NC(=O)COC(=O)c4ccc([N+](=O)[O-])o4)cc3)sc2c1,-2.4%,0%,i,?,9%,1.1%[50 µM],-1.5%,22,16,-13%,
O=C(O)CN1C(=O)/C(=C\c2ccccc2OCc2ccc(Cl)cc2Cl)SC1=S,.,88µM*,.,17%,0%,-1.7%,0.2%,.,.,.,
CCCCc1ccc(NC(=O)CC(C)C)cc1,15%,-4%,i,11%,7%,-0.1%,0.5%,32,12,-0.8%,
CCOc1ccc(NC(=O)N2CCC(c3nc4ccccc4[nH]3)CC2)cc1,-5.8%,-4%,i,-0.3%,6%,-0.2%,0.9%,-9,8,.,
Cc1cccnc1CC(C)NC(=O)c1cc(COc2cncc(Cl)c2)on1 (stereo not drawn),.,1%,.,0.8%,10%,0.0%,-0.6%,.,.,.,
CCOC(=O)C1CCCN(C(=O)c2sc3nc(-c4ccc(F)cc4)cn3c2C)C1 (stereo not drawn),-2.8%,8%,.,3.1%,12%,0.2%,.,1,-31,-1.1%,
Cc1c(C(=O)N2CCN(c3ccccc3)CC2)oc2c1C(=O)CC(C)(C)C2,.,-1%,.,1.1%,25%,0.7%[50 µM],0.2%,.,.,.,
COc1ccc(C(=O)Nc2ccc3c(c2)OCCO3)cc1[N+](=O)[O-],-0.7%,-7%,i,-0.6%,2%,1.3%,1.0%,1,-1,-0.8%,
CC1=NN(C(=O)c2ccc(C)o2)C(O)(c2ccccc2)C1 (stereo not drawn),-8.9%,-1%,i,0.8%,7%,0.5%,0.0%,-10,-6,0.2%,
COc1ccccc1NC(=O)N1CCC(c2nc3ccccc3o2)CC1,-4.2%,-6%,i,2.8%,11%,-0.2%,-1.0%,6,7,1.0%,
COc1ccc(CNC(=O)CS(=O)(=O)Cc2nc(-c3cccc(OC)c3)oc2C)cc1,.,-3%,.,2.2%,8%,0.9%,-0.8%,.,.,.,
O=C(NCc1ccccc1)[C@H]1C[C@@H]1[C@H](NP(=O)(c1ccccc1)c1ccccc1)c1ccccc1,-7.0%,0%,i,-0.4%,14%,0.5%,2.5%,-4,-7,-3.7%,
CCCC1CCC(c2ccc(C(=O)NN)cc2)CC1 (stereo not drawn),-5.0%,-4%,i,-0.2%,18%,1.2%,-0.7%,84*,83*,-0.1%,
CC(=O)Nc1ccc2nc(-c3ccco3)[nH]c2c1,-5.4%,-4%,i,-0.8%,0%,0.0%,0.1%,10,15,-1.5%,
Cc1cc(Cl)ccc1Oc1ncnc2oc(-c3ccccc3)cc12,-7.6%,-10%,.,-0.2%,-1%,0.5%,.,-2,-7,-0.7%,
CC1CCCCC1NC(=O)COCc1cc(-c2cccs2)on1 (stereo not drawn),.,-5%,.,3.5%,14%,0.2%,-0.8%,.,.,.,
CC(CC(=O)NCc1ccco1)S(=O)(=O)c1ccc2c(c1)CCN2C(=O)C1CC1 (stereo not drawn),.,0%,.,2.7%,18%,0.1%,-0.1%,.,.,.,
O=C(NCc1ccccn1)C12CC3CC(CC(C3)C1)C2,0.8%,0%,i,0.1%,.,0.2%,-0.7%,-12,-12,1.5%,
COc1ccc(-c2onc3ccc(Br)cc23)cc1,-4.6%,?,i,3.3%,14%,3.9%,-1.1%,7,10,7.6%,
CCOc1ccc(CN(C)C(=O)Cc2c[nH]c3ccccc23)cc1,.,-3%,.,18%,0%,2.0%[50 µM],-0.1%,.,.,.,
Cc1ccc(S(=O)(=O)N2CCCN(S(=O)(=O)c3ccc(C)cc3)CC2)cc1,-3.8%,-5%,i,8.0%,-1%,1.4%,-1.7%,6,-98,-2.7%,
CC(C)CCNC(=O)NC(=O)CSc1nnc2ccccn12,-8.2%,-1%,i,1.1%,1%,2.9%,-0.2%,-11,-2,-0.5%,
FC(F)(F)c1nnc2ccc(N3CCOCC3)nn12,-1.2%,-2%,i,4.2%,16%,1.8%,0.0%,-11,-6,-1.1%,
CCOc1ccc(NC(=O)CN2C(=O)NC(C)(c3ccc(OC(F)F)cc3)C2=O)cc1 (stereo not drawn),.,-3%,.,11%,6%,-1.2%,-0.1%,.,.,.,
O=C(NNC(=O)C1CC(c2cccs2)=NO1)NC1CCCCC1 (stereo not drawn),-14%,-13%,i,1.2%,6%,-0.2%,-0.4%,3,9,0.0%,
COc1ccc(S(=O)(=O)N(CCCN2CCOCC2)Cc2ccc(OC)c(OC)c2)cc1,-4.2%,-3%,i,-0.4%,4%,0.2%,-0.2%,-8,3,-0.3%,
Cn1c(=O)n(C)c2cc(/C=N/NC(=O)c3cccc(Br)c3)ccc21,-1.9%,3%,i,9.1%,0%,0.5%,0.9%,7,-17,-3.7%,
C#CCOCCOCCOCCNc1nc(N2CCN(C(=O)[C@H](CCCCN)n3cc([C@@H](N)C(C)CC)nn3)CC2)nc(N2CCN(C(=O)[C@H](CCCCN)n3cc([C@@H](N)CO)nn3)CC2)n1 (stereo partly drawn),3.3%,.,.,-0.7%,2%,.,.,-28,-29,-2.6%,
C/C(=N\NC(=O)COc1ccc([N+](=O)[O-])cc1)C(C)(C)C,-3.1%,-6%,i,0.4%,1%,2.5%,-0.2%,8,-10,2.3%,
O=C(CSc1ccc(-c2ccncc2)nn1)N1CCCCC1,-22%,-5%,i,1.4%,10%,0.6%,-1.4%,8,-12,-1.6%,
NC(=O)c1ccc(N2CCN(S(=O)(=O)c3ccccc3)CC2)c([N+](=O)[O-])c1,-7.9%,7%,i,-1.3%,11%,-0.2%,-2.1%,5,-11,.,
Cc1ccc(OCC(=O)NCc2ccc3c(c2)OCO3)c([N+](=O)[O-])n1,-2.2%,-3%,i,-2.9%,-3%,-0.2%,-0.3%,10,-26,1.2%,
